Bioassay records (PubChem)
A340 absorber: compound light absorbance at 340 nm, profiling panel, artefact control, biochemical, MLSMR library, data from PS, PMK, MK assays; fold change at 10 µM; compound absorbance at 340 nm, fold over control; 65,000 tested, under 10 active;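 active = at 10 µM dose, initial 340 nm absorbance at least 2 fold that of control wells; inactive = change under 2 fold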;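 note: initial absorbance extrapolated from kinetic A340 decline of NADH oxidation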
HER2 expr 66K: inhibitors of Her2 protein expression, primary screen, SKBR-3 cells, AlphaScreen, 66K library | Receptor tyrosine-protein kinase erbB-2 (Homo sapiens), P04626 | SKBR-3 HER2 protein level, 18-24 h; active compounds read low | HER2 level % of control, % at 10 µM | hit rate 0.69% among 65,000 | AID 645, 2007;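 active = HER2 level under 5% of the carrier-only control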;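 note: 100% = DMSO carrier and 0% = 500 nM PU-H71 HSP90 inhibitor; lower value means stronger loss of Her2 protein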
Autofluor 339: intrinsic fluorescence of library compounds, ex339/em460 – biochemical, MLSMR library, data from DPM-DC assay, artefact control, profiling panel; compound autofluorescence, ex339/em460 nm, NADH buffer; active compounds read high; 1 = no-compound wells, NADH background; fluorescence fold increase at 10 µM; hit rate 5.5% among 65,000; AID 709, 2007;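 active = at 10 µM, mean starting fluorescence two-fold or more over control wells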;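 note: signal is the first read of a kinetic run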
An asterisk follows results filed as active.

SMILES | A340 absorber | HER2 expr 66K | Autofluor 339
O=C(O)CP(=O)(O)c1ccc(Cl)cc1 | 1.1 | 102 | 1.1
NCC(O)c1ccc(O)cc1 (centres undefined) | 1 | 118 | 1.1
COCCOC(=O)C1=C(N)OC(C)=C(C(=O)OC)C12C(=O)Nc1ccccc12 (centres undefined) | 1 | 91 | 1.1

Whole records from above:
Entry for `COCCOC(=O)C1=C(N)OC(C)=C(C(=O)OC)C12C(=O)Nc1ccccc12` (centres undefined) : A340 absorber = 1; HER2 expr 66K = 91; Autofluor 339 = 1.1
Entry for `O=C(O)CP(=O)(O)c1ccc(Cl)cc1` : A340 absorber = 1.1; HER2 expr 66K = 102; Autofluor 339 = 1.1

Quoted at random: 2 entries already listed, in no set order.
SMILES | A340 absorber | HER2 expr 66K | Autofluor 339
COCCOC(=O)C1=C(N)OC(C)=C(C(=O)OC)C12C(=O)Nc1ccccc12 (centres undefined) | 1 | 91 | 1.1
NCC(O)c1ccc(O)cc1 (centres undefined) | 1 | 118 | 1.1

Some of the compounds tested. The share of hits here may be higher or lower than overall.
